# FXIa inh mix – inhibitors of human coagulation factor XIa, pooled mixtures | P03951 | purified FXIa, fluorogenic substrate | inhibition, % at 5 µM | 62,000 compounds, 0.19% hits | AID 680;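 note: each value is inhibition by a whole ten-compound pool holding the compound; 0% = enzyme with no mixture and 100% = wells lacking enzyme; strong numbers were not always called active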
# C1s block – human complement C1s inhibition. P09871. purified C1s, fluorogenic AMC substrate, pooled mixtures. mean inhibition % of two 10-compound mixtures (active compounds read high), % at 5 µM (by protocol). 62,000 compounds, 0.16% hits. AID 538;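 active = inhibition above 20% in each of the two 10-compound mixture wells holding the compound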;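 note: 0% = enzyme wells lacking compound mixture and 100% = no-enzyme blank wells; some compounds called inactive have numbers as strong as hits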
# PKA kinase inh – PKA (human) kinase inhibition. PKA Kemptide phosphorylation, Kinase-Glo ATP luminescence. 65,000 compounds, 0.1% hits. P17612. inhibition, % at 6 µM;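 active = inhibition above the screen-wide mean inhibition plus 3 SD, cut at about 21% in these data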; note: many of its hits are not listed in these tables
# ROCK2 inh – inhibitors of human Rho kinase 2; inhibition, % at 6 µM; 60,000 compounds, 0.35% hits; O75116; AID 604; purified ROCK2, Kinase-Glo ATP depletion luminescence;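 active = inhibition above the screen-wide mean inhibition plus 3 SD, cut at about 18% in these data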;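 note: plate controls were DMSO wells for no effect and Y-27632 control wells after no-enzyme background subtraction for full effect; many of its hits are not listed in these tables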
# CatL block – inhibitors of human cathepsin L; P07711; purified cathepsin L, fluorogenic substrate, fluorescence; inhibition, %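 (tested at 10 µM)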; 58,000 compounds, 0.17% hits; AID 460; in the data active = inhibition above about 45%;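 note: 0% = enzyme with no compound and 100% = no enzyme blank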
# Target sequence (P07711 114-288 limits assumed): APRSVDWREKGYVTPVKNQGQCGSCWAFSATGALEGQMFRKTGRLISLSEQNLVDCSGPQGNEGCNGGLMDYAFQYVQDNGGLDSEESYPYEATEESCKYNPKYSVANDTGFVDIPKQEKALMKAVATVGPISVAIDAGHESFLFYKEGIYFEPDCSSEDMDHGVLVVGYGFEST
# Target sequence (P07711 292-333 limits assumed): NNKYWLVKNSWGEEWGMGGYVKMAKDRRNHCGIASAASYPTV
# JNK3 blocker – inhibitors of human JNK3 kinase | P53779 | purified JNK3 kinase activity, HTS | inhibition, % at 8 µM | 60,000 compounds, 0.61% hits; in the data active = inhibition above about 17%;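 note: 0% = DMSO and 100% = reference inhibitor; many of its hits are not listed in these tables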
# CatS inh – human cathepsin S inhibition. P25774. recombinant cathepsin S, AMC dipeptide fluorescence, pooled mixtures. inhibition, %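 (tested at 5 µM per compound within 10-compound mixtures)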. 62,000 compounds, 0.06% hits. AID 501; in the data active = inhibition above about 32%, passing the limit was not always enough;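 note: 0% = enzyme without compound and 100% = blank without enzyme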
# Target sequence (P25774 115-331 limits assumed): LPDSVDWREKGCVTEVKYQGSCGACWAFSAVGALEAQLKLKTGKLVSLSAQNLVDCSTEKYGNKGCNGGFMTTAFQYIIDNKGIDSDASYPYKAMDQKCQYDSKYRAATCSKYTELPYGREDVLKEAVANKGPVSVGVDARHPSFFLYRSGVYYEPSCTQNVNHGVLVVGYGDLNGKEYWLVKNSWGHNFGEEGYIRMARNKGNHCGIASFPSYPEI
# FXIIa inh mix – factor XIIa (human) inhibition, mixture screen | P00748 | purified FXIIa, fluorogenic substrate, pooled mixtures | inhibition, % at 5 µM | 62,000 compounds, 0.2% hits;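 note: 0% = enzyme without compound and 100% = no enzyme blank; some results filed as inactive read as strong as hits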
# Cathepsin G inh – cathepsin G (human) inhibition. P08311. purified enzyme, AMC-tetrapeptide fluorescence, pooled mixtures. inhibition, % at 5 µM (by protocol). 62,000 compounds, 0.2% hits. AID 581;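 active = inhibition above 20% in each of the two mixture wells holding the compound; inactive = inhibition of 20% or less in either well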;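 note: 0% = enzyme control without mixture and 100% = blank lacking enzyme; strong numbers were not always called active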
# Target sequence (P08311 21-244 limits assumed): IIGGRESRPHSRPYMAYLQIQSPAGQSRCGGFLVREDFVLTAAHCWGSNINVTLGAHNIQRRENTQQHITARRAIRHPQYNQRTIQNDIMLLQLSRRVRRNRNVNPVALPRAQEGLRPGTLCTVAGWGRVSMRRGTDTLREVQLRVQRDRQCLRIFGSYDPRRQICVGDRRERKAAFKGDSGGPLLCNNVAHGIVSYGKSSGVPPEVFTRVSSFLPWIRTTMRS
# The depositor's hits bear a star; / = not tested or not shown. Cut-off read from the data, not from the text of the source, unless noted: active = inhibition above about 20% (passing the limit was not always enough); inactive = the rest.
SMILES,FXIa inh mix,C1s block,PKA kinase inh,ROCK2 inh,CatL block,JNK3 blocker,CatS inh,FXIIa inh mix,Cathepsin G inh
O=C(NCc1ccccc1)c1ccc(-c2ccccc2F)o1,-1,10,7,9,2,7,6,-18,16
Cn1cnnc1SCC(=O)c1ccc2c(c1)CCCC2,0,-28,5,4,/,1,-3,-3,5
COc1ccc(-c2nnc(NC(=O)c3cc(C)on3)s2)cc1,3,5,3,0,-3,-8,3,5,10
CC1CCCCN1CCNC(=O)C1CC(=O)N(c2ccc(F)c(Cl)c2)C1 (centres undefined),3,-7,9,5,22,-1,1,1,7
CC1CCC(NC(=O)c2ccc(N3CCCC3=O)cc2)CC1 (centres undefined),-5,-17,6,/,16,/,8,-12,3
COC(=O)c1c(NC(=O)CCCC(=O)O)sc(C)c1C,0,14,7,5,/,8,0,7,11
CCCCc1c(C)c2ccc(OC)c(/C(C)=N\O)c2oc1=O,1,-28,4,-3,2,-4,14,-11,-7
CC(=O)c1ccc(NC(=O)Nc2ncn(Cc3cccc(C)c3)n2)cc1,2,-10,8,3,5,1,11,-8,-3
CCOc1ccc(-c2nnc(-c3cccnc3)o2)cc1OCC,8,13,-4,-6,-3,-5,-7,3,11
COc1ccc(-n2c(Cn3c(=O)sc4ccccc43)nnc2SCC(=O)N2CCOCC2)cc1,14,-29,3,1,4,-2,14,12,-1
CC(NC(=O)COc1ccc(Br)cc1)C(=O)O (centres undefined),3,12,10,5,-5,-2,20,-15,19
O=C1CCCCCC1C1(O)C(=O)Nc2ccccc21 (centres undefined),11,7,7,6,-1,-5,7,12,-3
CC1(C)CC(=O)c2cc(OCC(=O)O)ccc2O1,-14,-48,5,/,-15,/,-4,5,5
COc1ccc(OC)c(-c2csc(N(Cc3ccco3)C(=O)c3cccs3)n2)c1,8,10,4,5,/,5,2,2,-6
CCN(CC)c1ccc(/C=N/n2c(=S)[nH]nc(C)c2=O)cc1,10,12,5,7,104*,-2,-6,4,6
Cc1cccc(Cc2c(C)nc3nc(SCC(=O)NCc4ccco4)nn3c2C)c1,8,11,2,/,10,/,-3,7,12
COCCNC(=O)Cn1cnc2ccc(S(=O)(=O)N3CCC(C)CC3)cc2c1=O,6,15,2,5,4,-6,0,3,9
Clc1ccc(OCCn2ccnc2)c2ccccc12,8,9,13,6,/,-4,-6,7,9
CCn1c(=O)cc(OCC(=O)Nc2nc(C)cs2)c2ccccc21,7,14,4,-4,-3,6,-4,1,3
O=C1c2ccccc2N2C(=O)c3ccccc3C2N1O (centres undefined),5,2,14,6,-3,0,1,2,8
Cn1c(SCC(=O)c2cccs2)nnc1-c1ccco1,12,20,-6,-1,26,2,22,-29,11
CC(=O)c1ccc(N2C(=O)C3C(C2=O)C(C(=O)c2ccc(Cl)cc2)N2CCCC32)cc1 (centres undefined),7,18,4,1,20,-3,8,-3,11
O=C(Nc1ccc(Cl)c(Cl)c1)N1CC=CCC1,0,-33,9,4,/,6,36,4,-6
Cc1nc2c(-c3ccccc3)c(C)nn2c(C)c1CC(=O)O,-3,-35,2,-5,0,-7,-3,-17,-16
Cc1cccc(N(CC(=O)NCc2ccc3c(c2)OCO3)C(=O)CCC(=O)Nc2ccccn2)c1,4,-27,-6,0,-6,-4,4,19,4
O=C(Nc1ccc2c(c1)OCO2)c1ccc(CN2CCOCC2)cc1,8,18,7,2,12,-3,8,2,13
COc1cccc(OC)c1C(=O)N1CCN(Cc2ccc3c(c2)OCO3)CC1,0,-6,7,1,8,-3,-4,-13,-1
O=C(COc1cc(Cl)c(Cl)cc1Cl)Nc1ccncc1,2,16,7,11,13,6,6,2,18
O=C1CC(Sc2nnc(-c3ccccc3)o2)C(=O)N1c1ccccc1 (centres undefined),3,2,0,4,19,1,6,-19,13
O=C(NC(C(=O)O)c1ccccc1)c1ccc(S(=O)(=O)N2CCOCC2)cc1 (centres undefined),3,9,5,-3,-1,-2,0,6,11
CC1=[N+]([O-])C(C)(C)CC(C)(C)c2ccccc21,15,18,0,4,-9,2,17,5,13
Cc1cc2n(n1)C(c1c[nH]c3ccccc13)Nc1ccccc1-2 (centres undefined),4,-3,5,-2,2,-7,-7,-11,6
CC1(C)OC(=O)N(Cc2ccco2)C1(C)O (centres undefined),0,-14,9,4,3,3,-17,11,7
O=c1[nH]c(SCc2ccccc2Cl)nc2c1CCCC2,8,6,8,/,2,/,1,2,20
Cc1cc(C(=O)NCCCc2ccccc2)no1,5,3,12,11,0,-2,-5,-1,-1
Cc1onc(-c2ccccc2)c1C(=O)NCc1cccnc1,-1,-9,11,7,20,-1,1,5,-11
Cc1cc(C)nc(NS(=O)(=O)c2ccc(NC(=O)Cn3c(=O)oc4ccccc43)cc2)n1,-12,-36,/,/,-10,/,-14,15,-1
COc1ccc2[nH]c(=O)c(CN(C)C(=O)COc3ccccc3)cc2c1,5,17,5,5,8,-1,0,-9,8
CCOCCCNC(=O)Cn1ncc2c(=O)oc3ccccc3c21,-1,5,6,-2,1,6,-5,3,7
Cn1cccc1C(=O)Nc1nccs1,14,4,-3,-7,-2,3,8,6,14
Cc1ccc(S(=O)(=O)Cn2nnnc2C(C)N2CCN(C(=O)c3ccco3)CC2)cc1 (centres undefined),2,-7,10,-4,/,-5,-2,1,-12
C=Cc1cccc(NC(=O)COc2ccccc2)c1,3,11,5,1,11,4,-11,-16,7
Cc1ccc2cc3cc(C(=O)N4CC(C)CC(C)C4)oc3nc2c1 (centres undefined),7,13,3,3,-4,1,-2,4,-2
O=C(CN1CCC(n2nnc3ccccc32)CC1)NCc1cccs1,1,-13,8,0,3,-5,1,2,-16
COc1ccc2c(c1)sc1nc(-c3ccccc3)cn12,3,14,-6,-14,9,0,21,6,11
CCCc1cc(=O)[nH]c(SCc2cc(C(=O)OC)c(C)o2)n1,19,0,6,-2,-2,-2,-3,2,-1
Cc1ccc(S(=O)(=O)Nc2ccc3oc(=O)sc3c2)c(C)c1,-5,-6,12,4,7,0,5,1,9
COc1ccc(C)cc1NC(=O)c1[nH]c(C)c(C(C)=O)c1C,3,6,6,1,-4,4,-4,3,2
CS(=O)(=O)N(CC(=O)Nc1ccc2c(c1)OCCO2)Cc1ccccc1,5,2,2,8,9,2,-1,4,7
CCCOc1cccc(C(=O)N(Cc2cccs2)C2CCS(=O)(=O)C2)c1 (centres undefined),-28,-162,3,0,14,-3,-16,-1,-10
Cc1ccc(S(=O)(=O)NC2(C(F)(F)F)NC(=O)N(C)C2=O)cc1 (centres undefined),2,1,6,7,33,-1,2,8,12
CC(=O)Nc1ccc(S(=O)(=O)n2cnc3cc(C)c(C)cc32)cc1,-10,-23,8,7,10,4,5,7,-1
O=C(NCc1cccs1)c1cc(-c2cccc(Cl)c2)on1,-1,-17,7,8,16,8,6,-2,7
Cc1cc(Cl)ccc1OCCCC(N)=O,0,8,8,9,20,0,3,1,2
COC(=O)CSc1nnc(-c2ccco2)n1Cc1ccco1,6,0,4,1,0,2,2,-16,-1
CCOC(=O)c1[nH]c2ccccc2c1NC(=O)c1ccc2c(c1)OCO2,-4,-29,5,1,2,11,-7,9,-6
CCOc1ccc(CNc2ccc3c(c2)ncn3C)cc1,4,-15,12,7,-3,-7,5,11,-8
O=C(/N=C1\NC(=O)C(F)(C(F)(F)F)S1)NC1CCCCC1 (centres undefined),24*,14,3,4,19,4,9,3,17
CCOC(=O)C1=C(C)NC(=O)NC1c1ccc(OC(C)C(=O)O)c(OC)c1 (centres undefined),-4,-11,10,6,/,-1,-2,5,-1
CCC(C)(C)NC(=O)C(c1ccco1)N(C(=O)c1csnn1)c1cccc(F)c1 (centres undefined),6,11,8,6,-7,2,-1,-20,10
# The listing continues:
SMILES,FXIa inh mix,C1s block,PKA kinase inh,ROCK2 inh,CatL block,JNK3 blocker,CatS inh,FXIIa inh mix,Cathepsin G inh
Cc1ccc(CNC(=O)C2CCN(S(=O)(=O)N3CCOCC3)CC2)cc1,8,8,10,5,-12,1,-2,4,8
O=C(CN1CCN(Cc2ccccc2F)C1=O)NCCN1CCOCC1,-1,15,-1,4,/,5,-5,-1,9
Cc1ccc(C)c2[nH]c(=O)c(CN(Cc3nnnn3C3CCCCC3)CC3CCCO3)cc12 (centres undefined),7,4,2,-2,/,-2,-2,2,9
O=C(O)CSc1nnc(-c2ccncc2)n1CCc1ccccc1,4,23,0,/,-4,/,0,-2,14
O=C(NCc1cccs1)C1CC(=O)N(C2CCCC2)C1 (centres undefined),1,-10,9,6,38,2,3,-5,-7
CC1=C(C(=O)Nc2cccc(C)n2)C(c2ccc3c(c2)OCO3)C2=C(CC(c3ccco3)CC2=O)N1 (centres undefined),4,-6,5,7,-18,6,-2,2,-3
O=C(CSc1ncnc2c1oc1ccccc12)c1cccs1,2,17,6,4,29,12,11,-19,13
COCCn1c(Cc2ccccc2)nnc1SCC(=O)NC(C)(C)C,4,-2,-1,0,17,-4,5,4,-2
COc1ccc(C2CC(=O)N3C(=C2C#N)SCC3(O)c2ccccc2)cc1 (centres undefined),11,7,-1,-12,-5,-1,-6,12,23
CCc1ccccc1NC(=O)CSc1nnc([C@@H](NC(=O)OC(C)(C)C)C(C)C)o1,16,-1,-5,-3,13,5,9,3,7
N#Cc1c(/N=C/N2CCOCC2)sc2c1CCCCC2,12,-5,8,2,18,0,20,12,2
CCOC(=O)c1sc(NC(=O)C2CC2)nc1C,9,-5,5,0,-8,-7,-14,4,-4
O=C1CC(c2ccc3c(c2)OCO3)c2cc3c(cc2N1)OCO3 (centres undefined),-3,-4,2,/,15,/,17,13,-5
COc1ccccc1NC(=O)N(Cc1ccco1)Cc1cc2c(C)ccc(C)c2[nH]c1=O,5,11,1,3,6,-14,1,-1,5
Cc1cc(NC(=O)c2cccc(S(=O)(=O)N3CCCCCC3)c2)n(-c2ccccn2)n1,3,43*,8,2,-4,0,-4,11,42
CCN(Cc1cc2cccc(C)c2[nH]c1=O)C(=O)c1ccccc1OC,0,7,11,8,-6,-2,-4,3,11
COc1cc(NC(=O)c2ccccc2)c(OC)cc1NC(C)=O,6,13,9,6,10,-3,8,8,10
O=C(Nc1cc(N2CCOCC2)ncn1)Nc1cccc2ccccc12,10,-5,-1,2,10,0,10,-1,-1
CCn1c(-c2ccc(OC)c(OC)c2)n[nH]c1=S,9,5,0,0,/,1,4,-15,-1
COc1cccc(-n2c(=O)[nH]cc(C(=O)Nc3ccc(NC(C)=O)cc3)c2=O)c1,-2,-30,10,2,4,-4,17,4,-1
COc1ccc(NS(=O)(=O)c2coc(C(N)=O)c2)cc1Cl,7,-1,7,5,1,4,-4,9,-5
CCOC(=O)Cc1nnc(NC(=O)Nc2ccccc2)s1,0,-41,2,6,8,0,-2,0,3
COC(=O)Nc1ccc2c(c1)N(C(=O)CCN1CCN3CCCC3C1)c1ccccc1CC2 (centres undefined),-4,-13,5,5,1,0,-7,-17,-5
CS(=O)(=O)NCCSCc1ccco1,8,-13,-8,-2,/,1,6,10,-1
C=CCSc1nc2c(c(=O)[nH]c(=O)n2C)n1C/C=C(/C)Cl,7,3,10,6,-12,-1,3,7,4
Cc1ccccc1Cc1c(C)nc2ncnn2c1C,8,7,-7,/,-2,/,-3,-14,5
N=c1c[n+](-c2ccc(Cl)cc2)[n-]o1,4,21,-5,-1,-1,-1,-8,7,14

# Laid out differently: entries from further up
CS(=O)(=O)NCCSCc1ccco1
  FXIa inh mix: 8
  C1s block: -13
  PKA kinase inh: -8
  ROCK2 inh: -2
  CatL block: /
  JNK3 blocker: 1
  CatS inh: 6
  FXIIa inh mix: 10
  Cathepsin G inh: -1
C=CCSc1nc2c(c(=O)[nH]c(=O)n2C)n1C/C=C(/C)Cl
  FXIa inh mix: 7
  C1s block: 3
  PKA kinase inh: 10
  ROCK2 inh: 6
  CatL block: -12
  JNK3 blocker: -1
  CatS inh: 3
  FXIIa inh mix: 7
  Cathepsin G inh: 4

# Compound activity from PubChem BioAssay.
